Glioma ERSR ind = inducers of ER stress response in human glioma cells. Potency, µM, without a hit: at the top dose activation, most hits filed as activators. 420,000 tested, 0.02% active. U87-MG GRP78 promoter luciferase reporter, 16 h. AID 602332; further: potency means the concentration at half of the fitted maximal effect; series mostly up to about 76 µM; % of control where 0% means no effect; nearly all actives have a fitted effect of over 35% in size
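ERSR induction read as luciferase luminescence (Bright-Glo, 10 min at room temperature) in stably transfected human U87-MG glioma cells exposed to compounds for 16 h, using GRP78 as sensor.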
TrxR1 substrate = substrates of rat thioredoxin reductase 1; O89049; purified TrxR1 substrate turnover, NADPH consumption readout; Potency, µM (doses to about 114 µM), for the others: top-dose activity change, negative = substrate turnover; 390,000 tested, 0.01% active; AID 588456; further: potency means the concentration at half of the fitted maximal effect; on the % scale 0 is the no-effect control and ±100 the full control effect; nearly all actives have a fitted effect of over 50% in size
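Rat TrxR1, dispensed at 90 nM, was prereduced with 400 uM NADPH (final) for 5 min at ~22 deg C, then incubated with compound 15 min before 400 uM selenite. A first-read NADPH fluorescence drop versus no-compound background flagged substrates.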
mIDH1 inhibitor = inhibitors of human mutant IDH1 R132H. IDH1-R132H enzyme, NADPH consumption, diaphorase/resazurin fluorescence. AID 602179. Potency, µM (doses to about 76.6 µM), for the others: at the highest dose activity change, negative = inhibition, actives largely listed as inhibitors. 390,000 tested, 0.093% active. O75874; further: potency means the concentration at half of the fitted maximal effect; on the % scale 0 is the no-effect control and ±100 the full control effect; nearly all actives have a fitted effect of over 65% in size
Target sequence (O75874 whole entry R132H, stated change not applied): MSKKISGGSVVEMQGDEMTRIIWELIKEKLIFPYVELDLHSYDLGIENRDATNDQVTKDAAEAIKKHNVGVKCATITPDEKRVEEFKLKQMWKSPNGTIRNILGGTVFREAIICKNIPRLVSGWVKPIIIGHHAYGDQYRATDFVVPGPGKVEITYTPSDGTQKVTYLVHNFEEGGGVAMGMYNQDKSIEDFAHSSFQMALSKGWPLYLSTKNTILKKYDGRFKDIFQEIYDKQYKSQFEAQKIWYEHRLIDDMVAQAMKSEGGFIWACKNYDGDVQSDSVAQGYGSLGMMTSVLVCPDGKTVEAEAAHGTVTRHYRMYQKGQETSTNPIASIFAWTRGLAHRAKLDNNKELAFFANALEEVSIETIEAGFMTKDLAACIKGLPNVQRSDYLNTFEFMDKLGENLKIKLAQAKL
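IDH1-R132H (0.5 ug/mL dispensed) in pH 7.5 Tris buffer was preincubated 30 min with compound, then given a substrate mix of 0.016 mM NADPH and 2 mM alpha-KG for 80 min at room temperature; remaining NADPH was read by diaphorase/resazurin fluorescence.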
RGS4 inh = human RGS4 inhibition | Transcreener GDP fluorescence polarization, RGS4-accelerated GTP hydrolysis | AID 504845 | 390,000 tested, 0.039% active | P49798 | Potency, µM (titrated, usually from 114 µM), inactives show at the highest dose activity change, negative = inhibition, hits mostly inhibitors; further: potency means the concentration at half of the fitted maximal effect; on the % scale 0 is the no-effect control and ±100 the full control effect; nearly all actives have a fitted effect of over 75% in size; some results filed as inactive show a strong effect at the top dose
Target sequence (P49798 whole entry, looked up): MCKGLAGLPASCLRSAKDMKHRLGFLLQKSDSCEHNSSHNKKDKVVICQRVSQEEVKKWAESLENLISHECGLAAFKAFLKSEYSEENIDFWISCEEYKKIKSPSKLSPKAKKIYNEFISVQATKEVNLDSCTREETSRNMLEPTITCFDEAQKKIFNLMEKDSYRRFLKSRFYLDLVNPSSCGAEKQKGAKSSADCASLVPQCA
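MLSMR compounds (23 nl, pin-transferred) preincubated 10 min at room temperature with a 500nM (2x) first reagent, then RGS4 at 900nM (2x) plus Transcreener GDP mix added; fluorescence polarization (620/688 nm) read before and after 90 min at 30 °C.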
USP1-UAF1 inh = blocks the human USP1/UAF1 deubiquitinase complex; 390,000 tested, 0.23% active; AID 743255; O94782; Potency, µM (series often up to 57.1 µM), for the others: at the highest dose activity change, negative = inhibition, actives largely listed as inhibitors; recombinant USP1/UAF1, Ub-Rhodamine cleavage fluorescence; further: potency means the concentration at half of the fitted maximal effect; on the % scale 0 is the no-effect control and ±100 the full control effect; nearly all actives have a fitted effect of over 60% in size; inactives centre near -12
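Step one: compound is pinned into 1nM USP1/UAF1 in HEPES pH 7.8 buffer with TCEP. Step two: 15 min room-temperature incubation. Step three: Ub-Rho (150nM final) starts cleavage, tracked by fluorescence over six one-minute reads.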
LDHA block = inhibitors of human lactate dehydrogenase A | P00338 | purified LDHA, NADH/diaphorase-resazurin fluorescence; hits give low values | activity change, % (values are at about 110 or 230 µM) | 480,000 tested, 0.15% active; in the data active means activity change below about -30%; inconclusive means mostly about -25% to -30%;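 further: plate controls were DMSO wells for no effect and wells without enzyme for full effect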
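Human LDH5 at 2 nM final in Tris HCl pH 7.4 with 0.06 mM NADH and 0.2 mM pyruvate, reacted 5 minutes at room temperature. Remaining NADH coupled via diaphorase/resazurin; resorufin fluorescence read at 0 and 20 minutes, normalized to enzyme-free and DMSO wells.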
Vif-APOBEC3F blk = blocks the Vif interaction with APOBEC3F; HeLa A3F-eYFP + Vif (tagged APOBEC3F with the HIV-1 protein that degrades it), YFP fluorescence increase; Potency, µM (doses to about 46.1 µM), without a hit: at the highest dose activity, negative = active; 390,000 tested, 0.2% active; further: potency means the concentration at half of the fitted maximal effect; % of control where 0% means no effect; nearly all actives have a fitted effect of over 65% in size
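HeLa cells stably expressing A3F-eYFP plus Vif, plated and incubated overnight at 37 deg C, then exposed to compounds overnight at 37 deg C. Blocked degradation read as raised yellow fluorescence (Ex 488/Em 500-530).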
TrxR1 inh = inhibitors of rat thioredoxin reductase 1. Potency, µM (highest dose often 114 µM), for the others: top-dose activity change, negative = inhibition, usual class: inhibitors. O89049. recombinant rTrxR1, NADPH fluorescence consumption, selenite substrate. 390,000 tested, 1% active; further: potency means the concentration at half of the fitted maximal effect; on the % scale 0 is the no-effect control and ±100 the full control effect; nearly all actives have a fitted effect of over 65% in size
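Rat TrxR1 (90 nM in the dispensed reagent) was pre-reduced with 400 uM NADPH for 5 min at room temperature, then incubated with compound for 15 min. After 400 uM selenite was added, NADPH fluorescence (Ex 340/Em 450 nm) was followed for 8 min.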
Vif-APOBEC3G blk = Vif-A3G binding inhibition; Potency, µM (series often up to 46.1 µM), for inactives: top-dose activity, negative = active, most hits filed as inhibitors; AID 602310; 410,000 tested, 0.076% active; HeLa A3G-eYFP + Vif (tagged APOBEC3G with the HIV-1 protein that degrades it), YFP fluorescence, overnight; Q9HC16;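 further: potency means the concentration at half of the fitted maximal effect; on the % scale 0 is the no-effect control and ±100 the full control effect; nearly all actives have a fitted effect of over 60% in size; hits raise eYFP signal because A3G escapes Vif-driven loss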
Target sequence (Q9HC16 whole entry, looked up): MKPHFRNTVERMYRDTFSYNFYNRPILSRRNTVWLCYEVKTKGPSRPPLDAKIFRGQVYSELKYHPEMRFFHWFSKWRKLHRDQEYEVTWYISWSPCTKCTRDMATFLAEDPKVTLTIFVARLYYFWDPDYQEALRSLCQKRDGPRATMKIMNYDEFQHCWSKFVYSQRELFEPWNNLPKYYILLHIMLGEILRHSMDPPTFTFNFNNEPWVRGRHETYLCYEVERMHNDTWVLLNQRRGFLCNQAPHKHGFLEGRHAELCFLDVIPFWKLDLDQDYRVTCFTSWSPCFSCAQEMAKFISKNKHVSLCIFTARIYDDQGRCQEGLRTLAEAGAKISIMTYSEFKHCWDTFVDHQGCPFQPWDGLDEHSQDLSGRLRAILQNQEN
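HeLa cells stably expressing Vif and C-terminally eYFP-tagged A3G, seeded overnight at 37 deg C, then exposed to compound by pintool overnight at 37 deg C. Rise in yellow fluorescence (Ex 488/Em 500-530, Acumen) marks blocked Vif-driven A3G degradation.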
The depositor's hits bear a star; ? = inconclusive; · = no result given; [ ] = dose if it differs, or a comment. Unless noted, the call rests on the fitted dose curve; in most records, active means well fitted curve in the direction sought with a large enough effect; inconclusive means small, poorly fitted or top-dose-only effect, or another doubt; inactive means no such curve, though single readings can be large; an effect the other way counts as inactive or inconclusive.

Short keys: A = Glioma ERSR ind; B = TrxR1 substrate; C = mIDH1 inhibitor; D = RGS4 inh; E = USP1-UAF1 inh; F = LDHA block; G = Vif-APOBEC3F blk; H = TrxR1 inh; I = Vif-APOBEC3G blk
> COc1ccc(C(=O)CC(=O)C(=O)NCCc2cccc(C)c2)cc1
  A: -1%	B: -10%	C: -2%	D: -31%	E: -18%	F: 5	G: -9%	H: 6%[57.1 µM]	I: 0%
> O=C(N[C@@H]1C/C=C\C[C@H](CC(=O)N(CCO)Cc2ccccc2)C(=O)N[C@@H](Cc2ccccc2)COC1=O)OCC1c2ccccc2-c2ccccc21
  A: 11%	B: 9%[57.1 µM]	C: 6%	D: -9%	E: -21%	F: -2	G: 1%	H: 10%[57.1 µM]	I: -15%
> Cc1ccc(Oc2ccc3c(c2)C(=O)N(c2cccc4cccnc24)C3=O)cc1
  A: -1%	B: 0%	C: -1%	D: -7%	E: -24%	F: -1	G: 1%	H: 15%	I: 0%
> O=[S@]1Oc2ccccc2-c2ccccc21
  A: -5%	B: -23%[57.1 µM]	C: 2%	D: -71%	E: -17%	F: 2	G: -2%	H: 18%[57.1 µM]	I: -15%
> CCOC(=O)CCCc1c[nH]c2ccccc12
  A: -2%	B: -10%	C: -3%	D: 0%	E: -6%	F: 6	G: -1%	H: 5%	I: 1%
> COc1ccc(C(=O)Nc2ccccc2)cc1S(=O)(=O)NCc1ccco1
  A: -4%	B: 3%	C: 0%	D: -26%	E: -6%	F: -4	G: 5%	H: -20%	I: -9%
> CCCN(C(=O)C(C)Oc1cccc(Cl)c1)c1c(N)n(Cc2ccccc2)c(=O)[nH]c1=O (stereo unspecified)
  A: -10%	B: 1%[57.1 µM]	C: 2%	D: -4%	E: -21%	F: -3	G: 13%	H: -4%[57.1 µM]	I: 0%
> Cc1sc(-c2cc3ccccc3oc2=O)nc1-c1ccc(Cl)c(Cl)c1
  A: -2%	B: -6%[57.1 µM]	C: 0%	D: 26%	E: -8%	F: -8	G: -20%	H: 3%[57.1 µM]	I: 0%
> CC(=O)N1CCN(S(=O)(=O)c2cccc(C(=O)Nc3cc(C(F)(F)F)ccc3N3CCOCC3)c2)CC1
  A: -5%	B: 0%	C: 4%	D: -13%	E: -2%	F: -3	G: -2%	H: -8%	I: -4%
> CNC(=O)c1ccc(CSc2nc3cccnc3n2Cc2cccc(F)c2)cc1
  A: -1%	B: -5%	C: 9%	D: -13%	E: -18%	F: 1	G: 1%	H: -25%	I: -3%

Additional compounds follow.
Short keys: A = Glioma ERSR ind; B = TrxR1 substrate; C = mIDH1 inhibitor; D = RGS4 inh; E = USP1-UAF1 inh; F = LDHA block; G = Vif-APOBEC3F blk; H = TrxR1 inh; I = Vif-APOBEC3G blk
> Cc1ccccc1OCCn1c(S(=O)(=O)O)nc2c(N)ncnc21
  A: -2%	B: 13%[57.1 µM]	C: 2%	D: -20%	E: -19%	F: -2	G: -9%	H: 9%	I: 3%
> FC(F)(F)c1cnc(Oc2cccc3ccccc23)c(Cl)c1
  A: -6%	B: -7%	C: 11%	D: -24%	E: -19%	F: 0	G: -6%	H: -7%	I: -2%
> COc1ccc(OC)c(C2c3c(-c4ccc(Br)cc4)n[nH]c3C(=O)N2c2ccc(Cl)cc2)c1 (stereo unspecified)
  A: 8%	B: 2%	C: -1%	D: 4%	E: -23%	F: 0	G: ?	H: 18%	I: ?
> CSc1nc(N)nc2c1ncn2CC(=O)NCC(c1ccccc1)c1ccccc1
  A: 1%	B: 2%	C: -2%	D: 15%	E: -9%	F: -7	G: 1%	H: 3%	I: -3%
> CC[C@]12c3[nH]c4cc(CCC(=O)N(C)C)ccc4c3CCN1C(=O)[C@@H](CC(=O)NCCCN(C)C)C[C@@H]2C(=O)N1CCN(C(=O)C2CC2)CC1
  A: -2%	B: 1%	C: 5%[38.3 µM]	D: 16%	E: -14%	F: -7	G: 0%	H: 18%	I: 7%
> Cc1ccc(-c2cc(C(=O)N/N=C/c3c(C)nn(C)c3C)c3ccccc3n2)cc1C
  A: -18%	B: 4%	C: 4%	D: -32%	E: -27%	F: -5	G: 1%	H: 7%[57.1 µM]	I: -6%
> COc1ccc(N(C(=O)c2ccco2)C(C(=O)NC2CCCC2)c2cc(OC)c(OC)c(OC)c2)cc1 (stereo unspecified)
  A: -2%	B: 3%	C: 10%	D: 5%	E: -11%	F: -4	G: -15%	H: 22%	I: 1%
> CCc1ccc(N(C(=O)c2csnn2)C(C(=O)NC2CCCCC2)c2cccnc2)cc1 (stereo unspecified)
  A: -3%	B: -12%[57.1 µM]	C: 3%	D: -5%	E: -9%	F: 2	G: -13%	H: 23%[57.1 µM]	I: -10%
> c1ccc(Cn2nnnc2C(c2ccccn2)N2CCN(c3ccccc3)CC2)cc1 (stereo unspecified)
  A: -2%	B: -13%	C: 4%	D: 3%	E: -8%	F: -1	G: 5%	H: -16%	I: 0%
> COc1cc2cc(C(=O)N3CCN(Cc4ccc5c(c4)OCO5)CC3)c(=O)oc2cc1OC
  A: -5%	B: 148%[activator][57.1 µM]	C: 5%	D: 1%	E: -7%	F: 1	G: 17%	H: -37%	I: 1%

Other entries follow:
Short keys: A = Glioma ERSR ind; B = TrxR1 substrate; C = mIDH1 inhibitor; D = RGS4 inh; E = USP1-UAF1 inh; F = LDHA block; G = Vif-APOBEC3F blk; H = TrxR1 inh; I = Vif-APOBEC3G blk
> Cc1ccc2[nH]c3c(=O)n(CC(=O)Nc4ccccc4N4CCN(C)CC4)ncc3c2c1
  A: -12%	B: 7%[57.1 µM]	C: 0%	D: -12%[56.9 µM]	E: -2%	F: -13	G: -9%	H: 18%[57.1 µM]	I: 3%
> CCN(C(=O)CSc1nnc(C)c(=O)[nH]1)c1cccc2ccccc12
  A: -2%	B: 5%	C: 13%	D: -10%	E: -20%	F: 1	G: 1%	H: 7%	I: 3%
> CCOC(=O)CSc1nc2c(sc3ccccc32)c(=O)n1Cc1ccc(C)cc1
  A: -3%	B: -1%[57.1 µM]	C: 0%	D: -2%	E: -28%	F: -2	G: -2%	H: 10%[57.1 µM]	I: 3%
> CCOC(=O)C1(S(=O)(=O)c2ccccc2)CCN(Cc2ccccc2)CC1
  A: -1%	B: 5%[57.1 µM]	C: 12%	D: -20%	E: -5%	F: -5	G: 0%	H: -3%[57.1 µM]	I: 1%
> O=C(CSc1nnnn1-c1cccc2c1CCCC2)NC1CCCC1
  A: -3%	B: 7%[57.1 µM]	C: 3%	D: -5%	E: -19%	F: -2	G: -1%	H: -6%[57.1 µM]	I: 2%
> O=C(NCc1ccccn1)c1ccc(OC2CCN(Cc3ccc(F)cc3F)CC2)cc1
  A: -3%	B: 2%	C: -8%	D: -21%	E: -24%	F: 0	G: 12%	H: 20%	I: -2%
> C=CCNc1nc(-c2ccc(OC)cc2OC)cs1
  A: ?	B: 5%	C: 14%	D: -35%	E: -19%	F: 1	G: -1%	H: 24%	I: -11%
> O=C(OCC(=O)N1CCOCC1)c1c(Cl)ccc(Cl)c1Cl
  A: 0%	B: 4%	C: -1%	D: 4%	E: -20%	F: -11	G: -3%	H: 14%	I: -1%
> CCCOc1ccc(CNC(=O)Cc2cccs2)cc1
  A: 8%	B: 7%	C: -3%	D: -15%	E: -24%	F: 2	G: -29%	H: 33%	I: 0%
> Cc1cc(C)nc(SCc2ccc(C(=O)N/N=C/C3CCCCC3)cc2)n1
  A: -3%	B: 6%[57.1 µM]	C: -7%	D: 9%	E: -10%	F: -6	G: -3%	H: 10%[57.1 µM]	I: -1%

A second format for some results above:
SMILES	Glioma ERSR ind	TrxR1 substrate	mIDH1 inhibitor	RGS4 inh	USP1-UAF1 inh	LDHA block	Vif-APOBEC3F blk	TrxR1 inh	Vif-APOBEC3G blk
CCOC(=O)CSc1nc2c(sc3ccccc32)c(=O)n1Cc1ccc(C)cc1	-3%	-1%[57.1 µM]	0%	-2%	-28%	-2	-2%	10%[57.1 µM]	3%
CCOC(=O)C1(S(=O)(=O)c2ccccc2)CCN(Cc2ccccc2)CC1	-1%	5%[57.1 µM]	12%	-20%	-5%	-5	0%	-3%[57.1 µM]	1%

(next part)
Short keys: A = Glioma ERSR ind; B = TrxR1 substrate; C = mIDH1 inhibitor; D = RGS4 inh; E = USP1-UAF1 inh; F = LDHA block; G = Vif-APOBEC3F blk; H = TrxR1 inh; I = Vif-APOBEC3G blk
> Cc1sc(Cc2nc(O)cs2)nc1-c1ccccc1
  A: -2%	B: 5%[57.1 µM]	C: -2%	D: -17%	E: 1%	F: -8	G: 8%	H: 19%[57.1 µM]	I: 0%
> C[C@@H]1CN([C@H](C)CO)C(=O)CCCn2nncc2CO[C@@H]1CN(C)S(=O)(=O)c1cn(C)cn1
  A: -3%	B: ·	C: 4%	D: ·	E: 8%	F: -13	G: -12%	H: ·	I: 1%
> CCOC(=O)c1c(C)nc(-c2ccccc2)nc1NC(C)=O
  A: 13%	B: -8%	C: 1%	D: -17%	E: 3%	F: -5	G: -23%	H: 2%[57.1 µM]	I: -1%
> O=C(NCCCc1ccccc1)C1CCC(CNc2c(N3CCCCC3)c(=O)c2=O)CC1 (stereo unspecified)
  A: -10%	B: -1%	C: 0%	D: 9%	E: -11%	F: -10	G: 2%	H: 16%	I: -12%

Screening results deposited in PubChem by National Center for Advancing Translational Sciences (NCATS).

The list is partial. The share of hits here may be higher or lower than overall.
